Source: PubChem BioAssay (several laboratories)
eIF4E-4G inh – inhibitors of eIF4E and eIF4G interaction in translation initiation | inhibition, % at 21.7 µM | 0.37% of 220,000 active | P63073+Q04637 | TR-FRET eIF4E-eIF4GI(517-606) binding, 2 h;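 active = inhibition above about 30%, limit read from the data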;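 also: 0% = full FRET control wells and 100% = background wells lacking eIF4GI fragment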
TNF death inh – inhibitors of TNF-alpha induced necroptosis in Jurkat FADD-/- cells | Jurkat FADD-/- TNF necroptosis rescue, ATP luminescence, 24 h; 0 = TNF only, 100 = no-TNF cells | activation (protection from cell death), % at 10 µM | 0.068% of 220,000 active | AID 463075;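 active = activation, meaning protection from cell death, of at least 50% relative to plate controls; inactive = activation below 50%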;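 also: necroptosis triggered by 40 ng/mL TNF-alpha added together with compound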
Rad51 HR inh – blocks human Rad51 in homologous recombination; inhibition, % at 10 µM; AID 1385; hRad51 DNA strand exchange, fluorescence dequenching; Q06609; 0.085% of 200,000 active;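 active = inhibition above 40% at the single screening dose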;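 also: 0% = DMSO control wells and 100% = blanks with heterologous ssDNA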
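Test system – preformed human Rad51 ssDNA filaments · Reagent – Donor/quencher-labelled 47-bp dsDNA substrate · Incubation – 37 °C 15-min filament assembly, 30-min compound preincubation, 15-min exchange · Signal – FRET fluorescence dequenching, excitation 485 nm, emission 520 nm · Read-out – percent inhibition from fluorescence, normalised to plate control and blank means · Benchmarks – plate control and blank wells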
PERK inh – human PERK inhibition, primary cell-based screen. Q9NZJ5. CHO PERK-DD fusion, SEAP luminescence translation reporter. inhibition, % at 5.6 µM. 0.17% of 220,000 active. AID 1416;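 active = inhibition above the mean inhibition of all tested compounds plus 3 SD, set separately per screening campaign, cut at about 2.9% in these data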;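 also: PERK kinase domain activated by AP20187 dimerizer at 100 nM; 0% = DMSO with dimerizer and 100% = rapamycin at 8.4 µM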
KCC2 mod – modulates chloride dependent transport by human KCC2; KCC2 cells, thallium flux FluoZin-2 fluorescence; B-score of Tl+ flux slope (higher = more flux/activation; lower = inhibition) at 10 µM; 2.2% of 190,000 active; AID 1456;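 active = thallium flux slope and its plate-corrected score both differing from the plate sample mean at a set confidence after two filtering rounds, in either direction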;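 also: slope of fluorescence scaled to starting intensity during 10 to 20 s after thallium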
m-calpain inh – calpain II (pig) inhibition | inhibition, % at 16 µM | 0.37% of 220,000 active | purified calpain II, fluorogenic peptide substrate, 30 min;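 active = inhibition above about 50%, limit read from the data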
EBV gp42 inh – EBV gp42 inhibition; Q1HVG2; Fluorescence polarization binding assay, mP read-out; inhibition, % (tested at 21.74 µM); 0.42% of 220,000 active; AID 1085; in the data active = inhibition above about 50%
Target sequence (Q1HVG2 whole entry, looked up): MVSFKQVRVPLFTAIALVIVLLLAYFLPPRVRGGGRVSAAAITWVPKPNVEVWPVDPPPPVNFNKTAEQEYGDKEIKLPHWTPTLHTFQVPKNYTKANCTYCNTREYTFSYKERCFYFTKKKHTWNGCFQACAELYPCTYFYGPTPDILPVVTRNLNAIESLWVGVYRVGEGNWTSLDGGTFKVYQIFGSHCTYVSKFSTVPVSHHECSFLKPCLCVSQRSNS
MDM2 E3 inh – blocks human Mdm2 ubiquitin ligase activity; cell-based MDM2 ubiquitination luciferase reporter, 2 h; 0 = plate control, 100 = twice control, blank-subtracted; signal enhancement, % at 5 µM; 0.11% of 210,000 active; AID 1230;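 active = signal enhancement of 30% or more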;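 also: luminescence tracks abundance of the self-degrading MDM2-luciferase fusion protein; higher signal means inhibition of MDM2 E3 ligase activity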
Target sequence (Q00987 whole entry, looked up, the tested form may be a part): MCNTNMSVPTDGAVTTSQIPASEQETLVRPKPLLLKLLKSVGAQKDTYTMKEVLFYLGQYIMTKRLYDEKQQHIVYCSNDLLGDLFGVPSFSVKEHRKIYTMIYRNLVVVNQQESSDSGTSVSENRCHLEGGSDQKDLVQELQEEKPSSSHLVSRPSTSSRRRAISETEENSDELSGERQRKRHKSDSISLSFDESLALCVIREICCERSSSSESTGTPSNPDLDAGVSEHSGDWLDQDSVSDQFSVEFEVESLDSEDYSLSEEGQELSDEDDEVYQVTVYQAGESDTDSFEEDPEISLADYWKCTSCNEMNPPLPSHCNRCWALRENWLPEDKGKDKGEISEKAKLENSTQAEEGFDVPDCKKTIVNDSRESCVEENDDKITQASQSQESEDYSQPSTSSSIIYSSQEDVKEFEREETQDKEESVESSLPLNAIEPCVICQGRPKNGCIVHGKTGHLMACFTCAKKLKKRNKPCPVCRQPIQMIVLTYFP
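Material: stable MDM2–luciferase fusion reporter cells / Quantity: 2000 cells/well / Dosing: single 5 µM compound dose, 0.2% final DMSO / Buffer or medium: DMEM / Schedule: 4 h cell settling then 2 h compound exposure, 37 °C / Detection: luminescence with SteadyLite reagent, 15 min at room temperature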
L929 necroptosis – blocks zVAD induced death of L929 cells; L929 zVAD necroptosis rescue, ATP luminescence, 24 h; with zVAD 60 µM; viability rescue, % at 10 µM; 0.38% of 220,000 active; AID 1377;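 active = activation, scaled between plate controls, above about 75%, limit read from the data; inactive = activation under that limit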;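 also: 0% = zVAD with DMSO and 100% = DMSO alone without zVAD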
Starred values were filed as active, the others as inactive; . = no result given; & = joins results of further samples; [ ] = remark or other dose.

Values run as follows: eIF4E-4G inh	TNF death inh	Rad51 HR inh	PERK inh	KCC2 mod	m-calpain inh	EBV gp42 inh	MDM2 E3 inh	L929 necroptosis
- CN(CCCNC(=O)c1ccc(N2CCCC2=O)cc1)c1ccccc1
    -4[fluorescence artefact?]	-0.2	-1	-0.5	-0.061	-16	-8	6	0.2
- CC(=O)NC1(NC(C)=O)CCN(C)C(c2ccccc2)C1C (centres undefined)
    2[fluorescence artefact?]	0.9	0	-0.2	0.85	-35	2	7	-0.1
- O=C(NC(c1ccccc1)c1ccccc1)C1CCCN(S(=O)(=O)c2cnc[nH]2)C1 (centres undefined)
    -6	0.5	3	1.1	.	16	2	-7	0.1
- O=C(Nc1ccc(F)cc1F)c1ccc(COc2c(F)c(F)cc(F)c2F)o1
    -1	-1.2	6	1.1	-2.6	8	-13	6	0.0
- CCOC(=O)c1nnn2c1nc(N(CC)CC)c1ccccc12
    4	0.3	-14	-1.3	-3.5	21	-17	-5	1.2
- O=c1[nH]c(SCc2nc3ccccc3c(=O)n2-c2ccccc2)nc2ccccc12
    -2	2.7	2	-0.3	1.5	6	-14	-6	-0.6
- O=C(NCc1ccccc1)C1=C[C@H](c2csc3ccccc23)C[C@H](OCCCCO)O1
    -2	-6.1	4	-0.1	0.23	4	-11	.	0.5
- O=C(O)c1cc(-c2cccnc2)nn1-c1ccccn1
    10[fluorescence artefact?]	0.9	-2	0.2	0.084	-40	-9	2	1.4
- COc1ccc(Cl)cc1NC(=S)Nc1cccnc1
    0	-2.6	9	1.2	0.72	1	-5	2	-0.1
- CS(=O)(=O)N1CCC(C(=O)NCc2ccncc2)CC1
    -6	0.4	.	-0.5	1.1	-23	-22	-11	1.7
- Clc1ccc(CSc2ncn[nH]2)cc1
    2[fluorescence artefact?]	8.3	-4	1.4	6	-9	-23	-12	3.0
- O=C(ONC1=NCCCCC1)c1ccc([N+](=O)[O-])cc1
    1	-0.3	-5	0.1	-1	13	3	-19	-0.2
- CCCc1nc2ccc(NC(=O)c3cccs3)cc2c(=O)n1Cc1ccc(Cl)cc1
    0	3.0	.	0.4	-0.067	-35	1	4	1.9
- Cc1cc2ncn(CCC(=O)NC(C)(C)C)c2cc1C
    -1	0.6	16	0.0	-0.24	-32	-16	-2	2.7
- CCn1[nH]c(=O)c(=Nc2c(C)n(C)n(-c3ccccc3)c2=O)cc1-c1ccc(Cl)cc1
    2	0.6	-33	-1.4	-0.75	-11	5	-8	0.5
- CC(=O)Oc1ccc(C)cc1-n1nc2ccccc2n1
    2[fluorescence artefact?]	-4.0	-6	0.2	0.11	-7	-6	-34	-0.2
- CCCc1ccc(Oc2cn[nH]c2-c2ccc(O)cc2O)cc1
    0	-6.9	0	0.0	-0.13	29	-16	-10	0.5
- CC1(C)Cc2nc3sc4c(N5CCCC5)nnnc4c3cc2CO1
    1	-1.1	-2	0.0	.	-20	-16	4	0.7
- CCN(CC(=O)Nc1ccc2c(c1)OCCO2)Cc1cc(=O)oc2cc(C)c(C)cc12
    3	-1.9	-10	-2.0	-0.92	14	13	-9	0.1
- O=C(CCN1CCN(c2ccccc2)CC1)N/N=C/c1ccc([N+](=O)[O-])o1
    -7	-3.7	6	0.4	0.38	-71	-6	0	-1.0
- O=C(C1CC(=O)N(c2ccc3c(c2)OCCO3)C1)N1CCN(c2ccccc2)CC1 (centres undefined)
    8	1.0	12	-0.4	-1.2	-11	2	-18	0.5
- CC(=O)Nc1c(O)nc(SCC(=O)Nc2sc3c(c2C#N)CCCCCC3)[nH]c1=O
    10	0.6	0	0.6	0.063	24	2	-13	-0.1
- CC(C)Oc1ccc(C(=O)Nc2ccc(N3CCCCC3)cc2)cc1
    2	0.9	5	0.1	-1.8	0	1	3	14
- CC(=O)c1cccc(NC(=O)C2CCCCC2)c1
    -2	0.1	3	-0.4	-0.9	-8	-9	4	0.2
- O=C(COC(=O)c1ccc(Cl)c(S(=O)(=O)N2CCCC2)c1)NC1CCCCC1
    2	0.1	18	0.5	-0.95	-5	-4	-29	3.9
- CN(C)/C=C(/C(=O)c1ccc(Cl)cc1Cl)S(=O)(=O)c1ccccc1
    -18[fluorescence artefact?]	-1.2	-37	-0.9	0.017	8	-2	-10	0.7
- Cc1ccc(S(=O)(=O)Nc2c(C)n(C)n(-c3ccccc3)c2=O)cc1
    2&-4	0.8&-0.6	-10&-9	-0.3&0.3	-0.061	-5&19	-7&-6	-15&-7	2.1&-0.6
- CC1(C)NC(=O)N(CCOCCOc2c(Cl)cc(Cl)cc2Cl)C1=O
    -1	-1.5	3	-2.0	.	3	-23	0	0.0
- O=c1[nH]c(CNCc2cccnc2)nc2ccccc12
    -4	0.2	0	1.6	-0.95	-26	-1	-5	0.1
- O=C1/C(=C\Nc2ccc(Cl)cc2)CCN1c1ncccn1
    2	-6.7	-8	0.7	.	10	-3	-16	-0.1
- CCNc1nc(NC(C)C)nc(NC(C)(C)C)n1
    1	-1.2	3	0.7	.	-18	-11	-15	-1.7
- CC(C(=O)Nc1ccc2c(c1)OCO2)c1ccc([N+](=O)[O-])cc1 (centres undefined)
    2	-1.4	21	0.7	0.45	15	-7	-4	0.3
- Cc1ccc2sc(NC(=O)CN3C(=O)c4ccccc4C3=O)nc2c1C
    1	1.2	.	1.2	2.1	-2	-12	.	.
- CC(C)(C)NC(=O)Cn1c(SCC(N)=O)nc2ccccc21
    1	-0.9	-3	0.2	1.2	-3	-1	-18	-0.2
- COC(=O)C1=NN(c2cccc3ccccc23)C2C(=O)N(c3ccccc3OC)C(=O)C12 (centres undefined)
    2	2.3	25	0.7	1.5	30	-13	-4	3.0
- Cc1nc(NC2=NCN(CCc3ccccc3)CN2)nc2c(C)cccc12
    .	6.2	.	-0.1	0.99	.	.	.	0.6
- COC(=O)Cn1ncn2c(cc3oc(C)cc32)c1=O
    1	-1.1	-5	1.3	1.1	3	-12	-5	-0.2
- COc1cc(/C=N/NC(=O)c2cccs2)ccc1OCc1ccccc1
    -2	2.3	9	-0.9	-0.039	-41	-3	-17	0.6
- COc1cc(OC)c2c(c1)C(=O)c1cc(OC)cc(OC)c1C2=O
    7	-3.5	8	0.0	-0.19	-8	-21	-17	0.1
- CCc1nnc(NS(=O)(=O)c2ccc(N3C(=O)c4ccc(C(=O)O)cc4C3=O)cc2)s1
    -2	-0.5	23	0.5	1.1	-7	0	-24	-0.1
- Cc1ccc(CSCCNC(=O)CSc2ccccc2)cc1
    5[fluorescence artefact?]	1.7	-6	0.1	-1.2	12	7	7	1.1
- CN(C)S(=O)(=O)c1ccc(Cl)c(NC(=O)COC(=O)CN2C(=O)C3CCCCC3C2=O)c1 (centres undefined)
    1	0.4	-2	0.0	0.92	12	3	-8	1.4
- Cc1nn(-c2ccccn2)c2c1-c1nc(N)ncc1CC2
    11	-0.5	-3	0.4	-0.17	-119	-15	-21	0.3
- Cc1ccc(C)c(NC(=S)N2CCCCC2CO)c1 (centres undefined)
    5	1.1	1	1.1	0.48	-5	-14	-15	0.8
- O=C(NC(=S)Nc1ccc2cn[nH]c2c1)c1ccccc1
    1	-0.8	-2	0.9	1.3	5	-5	4	20
- CCCOC(=O)c1[nH]c2c(c1C)C(=O)CC(c1ccc(OC)c(OC)c1)C2 (centres undefined)
    4[fluorescence artefact?]	1.8	.	-0.4	-0.52	-11	-8	-9	.
- COc1ccc(OC)c(N(CC(=O)N2CCCC2)S(=O)(=O)c2ccc(OC)c(OC)c2)c1
    0	-0.4	-5	-0.8	0.69	12	-16	-23	-1.5
- Cc1ccc(-n2c(Cc3cccs3)nnc2SCC(=O)OC(C)C)cc1
    -1	-0.6	1	-1.4	-1.6	-38	-12	-11	-0.5
- CCOc1ccc(C2NC(=O)NC(C)=C2[N+](=O)[O-])cc1OC (centres undefined)
    1	4.6	16	-0.6	0.94	0	-19	-8	1.4
- COc1cccc(CC2(CO)CCCN(C(=O)c3cc[n+]([O-])cc3)C2)c1 (centres undefined)
    -2	-0.7	7	1.8	0.66	-10	0	1	-0.8
- CCC(=O)c1ccc(N2CCN(C(=O)Cc3ccccc3)CC2)c(F)c1
    -2	-1.2	-17	-0.5	-1.5	22	-13	-21	-0.4
- CCCCCCN1C=CC=C/C1=C\C=C(C#N)C#N
    10	3.4	.	0.3	-3.2	16	-31	-5	-0.4
- COc1ccc(CNC(=O)CCc2nc(-c3ccccc3F)no2)c(OC)c1
    6	-0.2	.	-1.2	.	5	-16	5	-0.1
- O=c1c2c(n3nnnc3n1Cc1ccccc1)-c1ccccc1CC21CCCC1
    4	-8.0	8	1.4	.	-3	-19	.	-0.2

Six consecutive entries already listed, quoted:
Values run as follows: eIF4E-4G inh	TNF death inh	Rad51 HR inh	PERK inh	KCC2 mod	m-calpain inh	EBV gp42 inh	MDM2 E3 inh	L929 necroptosis
- CCN(CC(=O)Nc1ccc2c(c1)OCCO2)Cc1cc(=O)oc2cc(C)c(C)cc12
    3	-1.9	-10	-2.0	-0.92	14	13	-9	0.1
- O=C(CCN1CCN(c2ccccc2)CC1)N/N=C/c1ccc([N+](=O)[O-])o1
    -7	-3.7	6	0.4	0.38	-71	-6	0	-1.0
- O=C(C1CC(=O)N(c2ccc3c(c2)OCCO3)C1)N1CCN(c2ccccc2)CC1 (centres undefined)
    8	1.0	12	-0.4	-1.2	-11	2	-18	0.5
- CC(=O)Nc1c(O)nc(SCC(=O)Nc2sc3c(c2C#N)CCCCCC3)[nH]c1=O
    10	0.6	0	0.6	0.063	24	2	-13	-0.1
- CC(C)Oc1ccc(C(=O)Nc2ccc(N3CCCCC3)cc2)cc1
    2	0.9	5	0.1	-1.8	0	1	3	14
- CC(=O)c1cccc(NC(=O)C2CCCCC2)c1
    -2	0.1	3	-0.4	-0.9	-8	-9	4	0.2
